JMJD2C inh – human JMJD2C demethylase inhibition; Q9H3R0; GST-JMJD2C(1-420) H3K9me3 demethylation, DELFIA europium; inhibition, % at 2.35 µM; 330,000 compounds, 0.069% hits; AID 2099;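 active means more than half of a compound's replicate wells show inhibition beyond 50%, single wells judged on their own value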;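 further: signal counts dimethyl H3K9 product captured on neutravidin plate; 0% = median of DMSO wells and 100% = 0.3 times that DMSO median; strong numbers were not always called active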
CTSL1 counter – blocks F. hepatica cathepsin L1 in PFM18AAP counter-screen; inhibition, % at 5.96 µM; recombinant F. hepatica cathepsin L1, Z-Leu-Arg-MCA fluorescence; AID 1906; 300,000 compounds, 0.49% hits;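 active means inhibition above the mean of all tested compounds plus 3 SD, set per screening campaign, cut at about 17% in these data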;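 further: 0% = plate median of test compound wells and 100% = 1 µM Z-Phe-Ala-diazomethylketone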
PP5 primary – PP5 (human) phosphatase inhibition; inhibition, % at 6.7 µM; 320,000 compounds, 0.18% hits; purified PP5c, OMFP substrate fluorescence; P53041;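 active means inhibition above the campaign's mean inhibition across all tested compounds plus 3 SD, cut at about 9.5% in these data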;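 further: 0% = DMSO only and 100% = 100 µM cantharidin control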
Target sequence (P53041 whole entry, looked up): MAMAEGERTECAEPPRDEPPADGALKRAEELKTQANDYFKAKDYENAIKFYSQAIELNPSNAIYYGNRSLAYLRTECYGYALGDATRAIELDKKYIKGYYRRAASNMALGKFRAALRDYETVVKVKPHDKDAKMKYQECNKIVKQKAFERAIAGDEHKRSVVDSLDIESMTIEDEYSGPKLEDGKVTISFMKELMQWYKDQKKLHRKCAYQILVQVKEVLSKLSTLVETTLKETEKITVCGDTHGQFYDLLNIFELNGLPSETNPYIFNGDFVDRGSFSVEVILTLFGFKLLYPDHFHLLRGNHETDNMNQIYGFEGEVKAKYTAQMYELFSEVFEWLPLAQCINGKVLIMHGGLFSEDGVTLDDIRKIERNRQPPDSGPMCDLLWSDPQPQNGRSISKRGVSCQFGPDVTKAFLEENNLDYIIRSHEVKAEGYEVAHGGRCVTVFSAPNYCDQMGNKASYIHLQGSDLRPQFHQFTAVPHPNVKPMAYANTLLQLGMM
Efflux pump mplx – antifungal efflux pump inhibition, Nile Red retention | S. cerevisiae Candida pump triplex | AID 485275 | 330,000 compounds, 0.44% hits | inhibition, % at 10 µM;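 active means plate passing quality check with inhibition over a set limit, or well fluorescence over plate mean plus 4 SD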;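 further: Nile Red retained in pooled yeast measured as flow cytometry median fluorescence; 0% = buffer negative control and 100% = Enniatin B positive control; higher means more Nile Red kept so more efflux inhibition; some compounds called inactive have numbers as strong as hits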
TPT1 inhibitor – C. albicans TPT1 enzyme inhibition | recombinant caTPT1, FP RNA substrate dephosphorylation | inhibition, % at 5 µM | 300,000 compounds, 0.81% hits | AID 1962;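 active means inhibition above the mean of all tested compounds plus 3 SD, set per screening campaign, cut at about 24% in these data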;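 further: plate controls were DMSO alone for no effect and ferristatin control at 100 nM for full effect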
PP1 counter – blocks human PP1-alpha phosphatase, a PP5 counter-screen. inhibition, % at 6.7 µM. 320,000 compounds, 0.9% hits. AID 2235. purified PP1alpha, OMFP fluorescence. P62136;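 active means inhibition above the mean inhibition of all tested compounds plus 3 SD, computed separately for each screening campaign, cut at about 15% in these data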
Target sequence (P62136 whole entry, looked up): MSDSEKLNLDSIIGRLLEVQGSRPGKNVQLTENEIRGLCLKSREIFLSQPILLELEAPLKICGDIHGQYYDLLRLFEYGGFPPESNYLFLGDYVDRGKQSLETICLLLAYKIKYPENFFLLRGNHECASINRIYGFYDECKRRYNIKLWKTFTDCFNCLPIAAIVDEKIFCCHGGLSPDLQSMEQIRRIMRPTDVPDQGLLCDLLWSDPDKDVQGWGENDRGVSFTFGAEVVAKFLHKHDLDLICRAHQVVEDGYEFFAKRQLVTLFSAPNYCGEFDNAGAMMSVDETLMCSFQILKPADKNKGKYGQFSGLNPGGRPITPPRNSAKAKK
HCV core dimer – blocks dimerization of HCV core protein. TR-FRET GST/Flag-core106 dimerization, 1536-well. 300,000 compounds, 0.33% hits. inhibition, % at 5 µM. AID 1899;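 active means inhibition above the mean of all tested compounds plus 3 SD, set per screening campaign, cut at about 45% in these data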
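Material: Tagged HCV core106 pair (GST and Flag) | Amount: GST-core106 13.5 nM, Flag-core106 17 nM | Medium: KF-containing HEPES buffer, pH 7.45, DTT, CHAPS, BSA | Reagent: Eu donor and XL665 acceptor anti-tag antibodies | Schedule: 4 h at 22.5 °C | Technique: Time-resolved FRET, ex 340 nm, em 617 and 671 nm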
LYPLA2 counter – LYPLA2 (human) inhibition in PME1 counter-screen; O95372; recombinant LYPLA2, FP-Rh probe fluorescence polarization; inhibition, % at 5.9 µM; 320,000 compounds, 0.38% hits; AID 2177;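 active means inhibition above the screen-wide mean plus 3 SD, limit set per campaign, cut at about 26% in these data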;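 further: 0% = LYPLA2 with DMSO and 100% = wells lacking LYPLA2 enzyme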
Target sequence (O95372 whole entry, looked up): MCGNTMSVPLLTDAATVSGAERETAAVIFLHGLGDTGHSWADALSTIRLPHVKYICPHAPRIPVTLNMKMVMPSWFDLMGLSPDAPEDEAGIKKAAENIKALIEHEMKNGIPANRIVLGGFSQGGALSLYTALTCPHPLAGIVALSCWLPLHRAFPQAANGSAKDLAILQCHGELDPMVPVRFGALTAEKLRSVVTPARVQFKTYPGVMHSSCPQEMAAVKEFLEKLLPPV
PREPL inhibitor – inhibits the human prolyl oligopeptidase-like enzyme; 320,000 compounds, 0.68% hits; inhibition, % at 5.96 µM; recombinant PREPL, fluorescence polarization activity-based probe; in the data active means inhibition above about 43%;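 further: 0% = enzyme with DMSO and 100% = wells lacking enzyme; many of its hits are not listed in these tables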
* = called active by the depositor; . = no result given. A portion of the library; rates above refer to the full screens.

nr	compound	PREPL inhibitor	HCV core dimer	LYPLA2 counter	CTSL1 counter	PP1 counter	Efflux pump mplx	JMJD2C inh	TPT1 inhibitor	PP5 primary
1	N#Cc1ccncc1S(=O)c1ccc(Cl)cc1 (stereo not given)	12	-16	8	5	2	0.1	-2	-1	-0.1
2	CC1(C)C(C=C(Cl)Cl)C1C(=O)N1CCN(c2ccccc2)CC1 (stereo not given)	23	-3	-2	9	-1	-0.1	1	1	4.4
3	CCOC(=O)CC1(C)SC(NC(C)=O)=NN1C(C)=O (stereo not given)	-4	8	8	-4	-3	-0.2	-2	-1	0.6
4	Cc1c(C(=O)N2CC(C)OC(C)C2)oc2ccccc12 (stereo not given)	13	-1	1	-1	-2	0.1	0	4	6.3
5	COC(=O)C1CN(C(=O)C(C)Oc2ccc(F)cc2)c2ccccc2O1 (stereo not given)	1	-2	6	-6	-2	0.1	-11	-1	1.8
6	O=C(CNC(=O)C(c1ccccc1)c1ccccc1)N/N=C/c1ccc(O)c([N+](=O)[O-])c1	11	-3	-1	6	2	-0.3	-3	-1	1.6
7	CC(=O)Nc1ccc(N(CC(=O)NCC2CCCO2)C(=O)CCC(=O)Nc2cc(C)on2)cc1 (stereo not given)	5	-2	2	2	-1	-0.1	4	3	2.9
8	O=c1[nH]nc(N2CCOCC2)c(=O)[nH]1	-2	-5	2	-1	-2	0.2	4	-3	-2.4
9	CCn1nc(C)c([N+](=O)[O-])c1C(=O)NNC(=O)c1ccc(Cl)cc1	8	3	1	-3	-3	0.0	.	-4	2.3
10	O=C(CCc1ccccc1)OCCOC(=O)CCc1ccccc1	-62	1	6	-1	0	-0.2	2	-3	0.3
11	O=C(O)CN1C(=O)SC(Nc2ccccc2)C1=O (stereo not given)	2	3	-5	3	-2	0.0	8	2	-0.8
12	CCN(CC)S(=O)(=O)c1ccc(NC(=O)C(C)N(c2ccccc2)S(C)(=O)=O)cc1 (stereo not given)	-3	-4	4	-5	0	-0.2	-3	-2	1.6
13	COc1cccc(C(=O)Oc2c(Br)cc(Br)cc2/C=N/NC(=O)c2cc(C)[nH]n2)c1	8	0	-42	-2	6	0.4	.	-1	4.5
14	CCCN(C(=O)c1cccs1)c1c(N)n(Cc2ccccc2)c(=O)[nH]c1=O	17	.	-3	.	-1	-0.1	4	.	1.2
15	COc1c(C(=O)Nc2nnc(C3CC3)s2)csc1Cl	9	6	2	1	-3	0.0	0	-2	-2.7
16	CCN1CCN(c2ccc(S(=O)(=O)N3CCCCC3)cc2NC(=O)Cc2ccccc2)CC1	0	-1	2	-3	-5	0.3	8	2	-0.4
17	CCOC(=O)C1CCN(CCCSc2ccc(C)cc2)CC1	9	7	5	0	1	0.1	-5	1	1.9
18	COc1cccc(CNc2nc(C(F)(F)F)nc3ccccc23)c1	-17	10	-6	1	2	-0.1	-18	-1	9.6
19	Cc1ccc(C(=O)N2c3ccccc3CC2C)o1 (stereo not given)	-5	4	-1	-1	6	0.1	-16	1	2.4
20	O=Cc1cn(CC(=O)N2CCCCC2)c2ccccc12	13	-16	1	4	1	0.0	0	-1	2.7
21	O=C(NCc1ccccc1)c1ccc(Br)o1	-2	-5	5	1	-2	0.0	-4	4	0.8
22	Cc1cc(-c2n[nH]c(=S)n2-c2ccccc2C)cs1	4	3	2	-2	-1	0.0	10	-1	0.1
23	N#Cc1ccc(OCC(=O)N/N=C2/CC(c3ccccc3)Oc3ccccc32)cc1 (stereo not given)	4	18	-3	4	-1	0.1	11	5	-1.3
24	Cc1nn(C)cc1/C=N/NC(=S)Nc1ccc(Cl)cc1Cl	12	25	-1	5	3	-0.3	1	3	2.6
25	Cc1ccc2[nH]c(SCC(=O)N3CCOCC3)nc2c1C	10	-3	8	1	-2	0.0	-3	-2	-1.2
26	CN(C)c1ccc(C(=S)N2CCN(Cc3ccccc3)CC2)cc1	20	6	-6	10	3	0.0	2	-1	-1.5
27	CNC(=O)Cc1nc2ccccc2n1CC(=O)Nc1cc(C)cc(C)c1	1	-3	0	0	0	0.1	4	-3	0.1
28	COc1ccccc1N1CCN(S(=O)(=O)c2ccc3c(c2)CC(C)N3C(C)=O)CC1 (stereo not given)	9	-11	3	5	-1	-0.4	-11	-4	2.7
29	O=S(=O)(NCCc1ccc2c(c1)OCCO2)c1cccs1	-4	5	-4	-2	-3	-0.1	-3	26*	2.8
30	COc1cccc2cc(C(=O)C3=C(O)C(=O)N(c4cc(C)on4)C3c3cccs3)oc12 (stereo not given)	16	-9	8	-3	23*	-0.3	-1	31*	1.7

Shown with values under each structure: part of the list above
Below each SMILES: PREPL inhibitor, HCV core dimer, LYPLA2 counter, CTSL1 counter, PP1 counter, Efflux pump mplx, JMJD2C inh, TPT1 inhibitor, PP5 primary
[22] Cc1cc(-c2n[nH]c(=S)n2-c2ccccc2C)cs1
 : 4, 3, 2, -2, -1, 0.0, 10, -1, 0.1
[23] N#Cc1ccc(OCC(=O)N/N=C2/CC(c3ccccc3)Oc3ccccc32)cc1 (stereo not given)
 : 4, 18, -3, 4, -1, 0.1, 11, 5, -1.3
[24] Cc1nn(C)cc1/C=N/NC(=S)Nc1ccc(Cl)cc1Cl
 : 12, 25, -1, 5, 3, -0.3, 1, 3, 2.6
[25] Cc1ccc2[nH]c(SCC(=O)N3CCOCC3)nc2c1C
 : 10, -3, 8, 1, -2, 0.0, -3, -2, -1.2
[26] CN(C)c1ccc(C(=S)N2CCN(Cc3ccccc3)CC2)cc1
 : 20, 6, -6, 10, 3, 0.0, 2, -1, -1.5
[27] CNC(=O)Cc1nc2ccccc2n1CC(=O)Nc1cc(C)cc(C)c1
 : 1, -3, 0, 0, 0, 0.1, 4, -3, 0.1
[28] COc1ccccc1N1CCN(S(=O)(=O)c2ccc3c(c2)CC(C)N3C(C)=O)CC1 (stereo not given)
 : 9, -11, 3, 5, -1, -0.4, -11, -4, 2.7
[29] O=S(=O)(NCCc1ccc2c(c1)OCCO2)c1cccs1
 : -4, 5, -4, -2, -3, -0.1, -3, 26*, 2.8
[30] COc1cccc2cc(C(=O)C3=C(O)C(=O)N(c4cc(C)on4)C3c3cccs3)oc12 (stereo not given)
 : 16, -9, 8, -3, 23*, -0.3, -1, 31*, 1.7

As entered above.
cpd 4 | PREPL inhibitor: 13
cpd 9 | PP5 primary: 2.3

(list continues)
nr	compound	PREPL inhibitor	HCV core dimer	LYPLA2 counter	CTSL1 counter	PP1 counter	Efflux pump mplx	JMJD2C inh	TPT1 inhibitor	PP5 primary
31	O=C(Cn1cccc1C(=O)c1ccccc1)NCCCN1CCOCC1	18	-10	-3	-5	4	0.1	5	4	0.2
32	COc1ccc(NC(=O)CSCC(=O)N(C)Cc2ccc3c(c2)OCCO3)cc1	-3	.	-3	.	-4	0.1	8	.	2.3
33	CCCCNC(=O)N1c2ccccc2CC1C (stereo not given)	6	-5	-3	-1	-3	-0.1	-2	-3	-0.4
34	COc1cccc(C2CCCCN(C)C2=O)c1 (stereo not given)	-3	13	0	-4	-6	0.1	3	0	-0.1
35	Cc1ccc(C(=O)NC2(C(Cl)Cl)N=C(c3ccccc3)N=C2N)cc1 (stereo not given)	-4	-2	6	2	-3	-0.1	6	-3	1.5
36	Cc1cc(C)nc(NCC(O)COc2ccccc2C)n1 (stereo not given)	3	1	-5	-3	-3	-0.1	3	-2	0.4
37	CCOc1cc(N2CCOCC2)c(OCC)cc1NC(=O)Cn1nc(C)c([N+](=O)[O-])c1C	3	-1	9	10	-5	0.1	1	-1	-0.3
38	O=C(CSc1nccc(=O)[nH]1)N1CCCc2ccccc21	14	-12	5	0	-1	0.0	3	-1	0.2
39	CC(C)(C)n1nnnc1CN1CCN(C(c2ccccc2)c2ccccc2)CC1	8	5	-1	5	4	0.0	5	-1	-1.8
40	CCCCC(CCC(=O)Nc1cccc([N+](=O)[O-])c1)C(=O)O (stereo not given)	5	2	0	-2	-1	0.0	2	0	-2.0
41	O=C(NC(=S)Nc1ccccc1N1CCCCC1)c1ccccc1	4	12	-3	3	1	-0.3	0	-2	-3.6
42	O=C(Nc1cc(S(=O)(=O)N2CCOCC2)ccc1N1CCOCC1)c1cnccn1	2	-3	-6	-4	1	0.4	-12	4	3.0
43	Cc1cc(=O)[nH]c(NN=C2CCC(C(C)(C)C)CC2)n1 (stereo not given)	-4	3	3	-3	-3	0.3	-31	-2	2.4
44	CCOc1cccc(-c2c(C(=O)N/N=C/c3ccc(C)o3)nnn2-c2nonc2N)c1	7	2	-1	2	0	-0.1	2	-6	-0.7
45	N/C(=N\c1nc2ccccc2o1)NC(=O)c1ccc([N+](=O)[O-])cc1	5	1	0	1	-3	0.1	-1	-1	-2.2
46	COc1ccc(C)cc1NC(=O)c1cc(S(=O)(=O)N2CCCC2)cn1C	-4	-6	4	-1	1	0.0	-1	-1	1.5
47	Cc1cc(=O)[nH]c(N=N/C(=N/Nc2ccc(O)cc2)c2ccccc2)n1	2	-26	0	3	1	-0.1	8	-2	4.6
48	O[C@@H]1CN(Cc2ccc(-n3cccn3)cc2)CC[C@H]1N1CCN(c2ccccc2F)CC1	14	-2	6	0	-3	0.0	7	1	1.2
49	Cc1c2ccccc2cc(Cc2ccccc2)[n+]1C	4	2	8	4	-1	0.0	3	1	-0.6
50	COCCNC(=O)NC(=O)CN1CCN(C(c2ccccc2)c2ccccc2)CC1	1	6	-3	0	-2	-0.1	-4	0	1.7
51	COc1ccc(CC(=O)OCC(=O)Nc2ccc(N3CCOCC3)cc2)cc1	11	-2	9	-5	-1	0.2	.	1	-0.8
52	Cc1ccc(-c2cc(C(=O)OC3CCOC3=O)c3ccccc3n2)c(C)c1 (stereo not given)	4	0	2	-28	2	0.0	-36	-1	1.4
53	Cc1cccc(NC(=S)N(CCCN2CCOCC2)C(C)c2cc3ccccc3o2)c1C (stereo not given)	23	4	6	6	-1	-0.3	6	-3	0.8
54	CCCn1c(SCC(=O)Nc2nc(C)cs2)nnc1-c1cccnc1	10	-9	3	5	-1	0.0	-34	-3	-0.4
55	O=C(Nc1cccc(Cl)c1)c1ccc(Cn2cc(Cl)cn2)cc1	0	0	10	-1	-1	0.1	-6	0	3.7
56	O=C1CC(N2CCN(S(=O)(=O)c3ccc(Cl)cc3)CC2)C(=O)N1CCc1ccccc1 (stereo not given)	5	-5	-5	2	-2	-0.2	-8	-1	1.0
57	CCCCN(CCCC)C(=O)C1CC=CCC1C(=O)O (stereo not given)	-3	-3	-1	-3	-5	0.0	1	-3	1.0
58	COc1ccc(Cc2noc(CN(C)CC(O)c3ccccc3)n2)cc1OC (stereo not given)	-8	-9	-1	-2	1	0.0	-7	1	-0.8
59	Clc1ccc(-c2cn3c(n2)CCC3)cc1	-7	-1	6	-7	-5	0.0	7	0	1.0
60	Cc1cc(Oc2ccc(=O)n(C)n2)nc(SCC(N)=O)n1	13	4	-2	-3	-4	0.2	-10	1	-0.4
61	c1coc(CNc2nc3ccccc3n2CCN2CCOCC2)c1	9	2	-7	-1	-1	0.0	-8	2	2.3
